AmpC inh no detg: qHTS Inhibitors of AmpC Beta-Lactamase (assay without detergent); P00811; AID 485341, 2010; AmpC nitrocefin hydrolysis, absorbance 480 nm, 0.0001% Triton; Potency, µM (highest dose often 57.1 µM), for inactives: top-dose activity change, negative = inhibition, most hits filed as inhibitors; 330,000 compounds, 0.52% hits;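 note: potency is the fitted concentration of half-maximal effect; plate controls were no compound for no effect and no enzyme for full effect; nearly all actives have a fitted effect of over 20% in size; some results filed as inactive show a strong effect at the top dose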
Target sequence (P00811 whole entry, looked up): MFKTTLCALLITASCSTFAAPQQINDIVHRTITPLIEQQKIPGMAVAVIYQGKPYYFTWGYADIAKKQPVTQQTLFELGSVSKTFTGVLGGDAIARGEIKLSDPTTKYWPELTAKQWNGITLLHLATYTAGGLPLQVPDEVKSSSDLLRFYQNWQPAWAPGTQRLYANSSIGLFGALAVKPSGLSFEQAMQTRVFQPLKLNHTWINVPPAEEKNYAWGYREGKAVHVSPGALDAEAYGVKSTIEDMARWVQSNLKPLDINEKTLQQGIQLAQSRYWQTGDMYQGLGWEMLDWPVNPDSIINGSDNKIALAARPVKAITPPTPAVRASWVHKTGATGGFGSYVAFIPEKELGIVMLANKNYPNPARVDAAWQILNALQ
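20 mM phosphate pH 7.0 + 0.01% (detergent screen) or 0.0001% Triton X-100; 5.3 nM AmpC reagent; cpd preinc 15 min RT; nitrocefin (800 uM stock) to start; A480 q20 s × 4 min; Activity was normalised to no-enzyme and no-compound control wells.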
Cycloheximide cs: Cycloheximide Counterscreen for Small Molecule Inhibitors of Shiga Toxin; 300,000 compounds, 12% hits; AID 2314, 2010; cell reporter, cycloheximide protein synthesis inhibition counterscreen; max response, %; in the data active = max response mostly above about 13%, no sharp cut-off; inactive = mostly below about 14%; note: read at 38.3 µM for the half of the compounds with a filed dose; 0% is about no effect
TbPYK inhibitor: qHTS of Trypanosoma Brucei Inhibitors | pyruvate kinase (Trypanosoma brucei), Q57TT1 | AID 624173, 2012 | Potency, µM (highest dose often 76.8 µM), without a hit: at the highest dose activity, negative = inhibition, most hits filed as inhibitors | 410,000 compounds, 0.12% hits | TbPYK enzyme, Kinase-Glo Plus ATP luminescence, 45 min; note: potency is the fitted concentration of half-maximal effect; % is set by controls: 0 for no effect and ±100 for the full control effect; nearly all actives have a fitted effect of over 50% in size
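T. brucei PYK with substrate was exposed to pin-transferred compounds across a concentration series, then started with 130 uM ADP (final). After 45 min at room temperature, Kinase-Glo Plus luminescence was read, normalized and curve-fitted.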
Pf growth 96h: Primary qHTS for delayed death inhibitors of the malarial parasite plastid, 96 hour incubation. P. falciparum luciferase reporter growth, 96 h. 320,000 compounds, 6.9% hits. Potency, µM (series often up to 28.7 µM), for the others: at the top dose activity change, negative = inhibition, most hits filed as inhibitors; note: potency is the fitted concentration of half-maximal effect; % is set by controls: 0 for no effect and ±100 for the full control effect
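96 h incubation, 37 C, 5% CO2, of luciferase-reporter P. falciparum-infected RBCs (2% hematocrit, 0.05% parasitemia final) with test compounds; endpoint luminescence.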
Shiga toxin inh: A qHTS for Small Molecule Inhibitors of Shiga Toxin | Vero cells, Shiga toxin protein synthesis inhibition reporter | inhibition, % at 38.7 µM | 290,000 compounds, 9.2% hits; in the data active = inhibition mostly above about 28%, no sharp cut-off; inactive = mostly below about 43%; note: 0% is about no effect
Pf growth 48h: Primary qHTS for delayed death inhibitors of the malarial parasite plastid, 48 hour incubation. P. falciparum luciferase growth in erythrocytes, 48 h. Potency, µM (titrated, usually from 28.7 µM), for the others: at the highest dose activity change, negative = inhibition, hits mostly inhibitors. 310,000 compounds, 5.9% hits. AID 504832, 2011; note: potency is the fitted concentration of half-maximal effect; % is set by controls: 0 for no effect and ±100 for the full control effect
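A one-generation exposure of luciferase-tagged malaria parasites in RPMI 1640/Albumax erythrocyte culture, 37 C and 5% CO2. Inhibition is inferred from decreased luminescence after adding detection reagent.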
LmPK inhibitor: qHTS Assay for Inhibitors of Leishmania Mexicana Pyruvate Kinase (LmPK) | purified LmPK, Kinase-Glo ATP luminescence, 1 h | Q27686 | Potency, µM (top dose mostly 57.5 µM), for inactives: top-dose activity change, negative = inhibition, hits mostly inhibitors | 290,000 compounds, 0.37% hits; note: potency is the fitted concentration of half-maximal effect; % is set by controls: 0 for no effect and ±100 for the full control effect
Target sequence (Q27686 whole entry, looked up): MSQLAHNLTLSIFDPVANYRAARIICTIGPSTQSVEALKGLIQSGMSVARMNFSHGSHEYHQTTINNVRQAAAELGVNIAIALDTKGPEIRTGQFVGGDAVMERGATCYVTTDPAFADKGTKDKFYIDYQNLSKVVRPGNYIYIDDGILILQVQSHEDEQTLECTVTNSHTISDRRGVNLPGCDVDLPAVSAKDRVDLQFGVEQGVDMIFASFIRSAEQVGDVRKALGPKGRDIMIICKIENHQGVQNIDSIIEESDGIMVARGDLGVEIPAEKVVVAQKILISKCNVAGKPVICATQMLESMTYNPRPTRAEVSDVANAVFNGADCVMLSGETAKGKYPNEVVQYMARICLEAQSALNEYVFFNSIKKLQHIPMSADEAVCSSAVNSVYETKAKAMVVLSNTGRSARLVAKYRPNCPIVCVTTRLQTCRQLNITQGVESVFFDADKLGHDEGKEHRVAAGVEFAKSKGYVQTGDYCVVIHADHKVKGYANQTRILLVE
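qHTS format; LmPK 0.1 nM; substrates PEP 0.5 mM and ADP 0.1 mM. One-hour room-temperature incubation, then coupled luciferase luminescence; 0.5 nM enzyme wells mark activation.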
An asterisk follows results filed as active; ? = inconclusive; . = no result given; & = joins results of further samples; [ ] = dose if it differs, or a comment. Unless noted, calls come from the whole dose curve; as a rule, active = well fitted curve in the direction sought with a large enough effect; inconclusive = small, poorly fitted or top-dose-only effect, or another doubt; inactive = no such curve, though single readings can be large; an effect the other way counts as inactive or inconclusive. Compounds as they come, and some 22% of all compounds hit somewhere here.

| molecule | Cycloheximide cs | TbPYK inhibitor | Pf growth 48h | Shiga toxin inh | AmpC inh no detg | LmPK inhibitor | Pf growth 96h |
| --- | --- | --- | --- | --- | --- | --- | --- |
| Cn1c(C(O)c2ccc(Cl)cc2)nc(Cl)c1Cl (stereo not given) | -5 | 3% | ? | -9 | 3% | -1% | ? |
| CC1CCCCC1NC(=O)C1CCC(CNc2c(N3CCCCC3)c(=O)c2=O)CC1 (stereo not given) | -1 | -1% | -7% | -11 | -2% | 7% | -18% |
| CN1CCC(N(C)c2ncnc3ccc(Br)cc23)CC1 | -1 | 1% | ? | -9 | -14% | -1% | 0% |
| O=C(O)/C=C/C(=O)Nc1ccc(-c2ccccc2)cc1 | 45* | -5% | 6%&106% | 92* | -10%&-29% | -3%&1% | -2%&87% |
| CNC(=S)N1N=C2c3ccccc3CCC2C1c1ccccc1Cl (stereo not given) | 6 | -2% | ? | 0 | -9% | -2% | ? |
| CCOC(=O)c1[nH]c(C)c(C(=O)NCCC2=CCCCC2)c1C | 13 | -5% | 85%[activator] | 36 | -16% | 3% | 5.2µM* |
| O=C(Nc1ccccc1)Nc1nnc(-c2ccccc2)o1 | 6 | -17% | 36%[activator] | 1 | 1% | -7% | ? |
| CC(C)c1nc2oc3c(=O)[nH]cnc3c2c2c1COC(C)(C)C2 | 8 | -3% | -9% | -13 | -14% | -5% | 3% |
| O=C(N/N=C/c1ccco1)c1cc(=O)[nH]c2ccccc12 | -3 | -3% | -7% | -6 | -9% | -15% | 13% |
| O=C(Nc1ccc([N+](=O)[O-])cc1Br)c1cccnc1 | -3 | 4% | 27% | -3 | -36% | 0% | -3% |
| C/C(N)=C(/C#N)C(=O)COC(=O)CCS(=O)(=O)c1ccccc1 | -2 | -1% | . | 4 | -1% | 2% | 2% |
| O=C(Nc1ccc(Br)cc1F)c1ccc2c(c1)OCCO2 | 21* | -2% | 50%[activator] | 41 | -17% | -8% | 4% |
| N=c1oc2ccccc2cc1C(=O)Nc1ccccc1 | 46* | -11% | 0% | 116* | -24% | -5% | ? |
| O=C1C2C3C=CC(C4CC34)C2C(=O)N1/N=C/c1ccc([N+](=O)[O-])s1 (stereo not given) | 16 | -4% | 42%[activator] | 28 | -21% | -7% | 95%[activator] |
| COC(=O)c1cc(C(=O)NC(C)(C)CC(C)(C)C)cc([N+](=O)[O-])c1 | 2 | -2% | ? | 21 | -1% | 1% | -2% |
| C=CCn1c(SCc2cccnc2)nnc1-c1ccncc1 | -3 | 2% | 8% | 6 | -7% | 4% | ? |
| CC(C)C[C@H](NC(=O)N1CCN(c2ccccc2)CC1)C(=O)O | -5 | 0% | -4% | -50 | -12% | -1% | . |
| O=C(CSc1ncccn1)Nn1cnnc1 | -1 | -2% | 17% | 9 | -5% | -1% | 9% |
| COc1ccc(S(=O)(=O)N2CCC(NC(=O)c3cccnc3)CC2)cc1 | -3 | -3% | ? | 7 | 26% | 1% | 20% |
| COc1ccc(S(=O)(=O)N2CCOCC2)cc1NC(=O)CSc1nnc(C2CC2)n1N | -3 | -3% | 17% | -4 | 16% | 8% | -2% |
| O=C1OC(N2CCN(C(=O)c3ccco3)CC2)c2ccccc21 (stereo not given) | -5 | -9% | 9% | -27 | -17% | 5% | 97%[activator] |
| Cc1n[nH]c(=O)c2c(NC(=O)CSc3nncn3C(C)C)oc(C)c12 | . | -6% | -23% | . | -2% | . | 14% |
| CC1Cn2c(CCc3ccccc3)nnc2S1 (stereo not given) | 2 | 2% | 46%[activator] | 9 | 1% | 5% | ? |
| Cc1ccc(C)c(C(C)NC(=S)NC2CCCCC2)c1 (stereo not given) | -2 | -4% | 13µM* | -4 | -25% | 3% | 37%[activator] |
| CN(C)c1ccc(C(=S)Nc2ccccc2)cc1 | 89* | 9% | 181%[activator] | 128* | -18% | -2% | -10% |
| Cc1cccc(CCN2CCN=C2N(C)C)c1 | . | 4% | ? | . | -15% | . | -2% |
| Nc1oc2ccc(F)cc2c(=O)c1C=O | 8 | -1% | 12% | 6 | 2% | 5% | 32%[activator] |
| O=C(NCCNC(=O)c1ccco1)c1cccc(F)c1 | -2 | 4% | 0% | -12 | -10% | 3% | . |
| NC(=O)c1ccc(-c2nnn(CC(=O)N(C3CCCCC3)C3CCS(=O)(=O)C3)n2)cc1 (stereo not given) | . | -13% | -10% | . | -15% | . | -24% |
| Cc1cc(C)n2nc(CNS(=O)(=O)c3c(F)c(F)c(F)c(F)c3F)nc2n1 | 1 | 3% | 0% | 9 | -7% | -1% | ? |
| Cc1ccc(C(=O)Nc2ccc(S(=O)(=O)N3CCCC3)cc2)s1 | 14* | 0% | ? | 50 | -26% | 1% | 13µM* |
| CC1CCCN(C(=O)Cn2nnc(-c3ccc([N+](=O)[O-])cc3)n2)C1 (stereo not given) | -1 | . | 27% | -3 | -4% | 2% | -25% |
| C=CCOc1ccc(C=Nc2cccc(Cl)c2)c(O)c1 | 6 | 1% | 1% | -6 | -1% | ? | -13% |
| CCOc1ccc(N2C(=O)CC(=O)NC2=O)cc1 | -2 | -2% | -5% | . | -27% | 0% | 10µM* |
| CCN(CC)S(=O)(=O)c1cccc(C(=O)N[C@H](C(=O)NCc2ccccc2F)C(C)C)c1 | -2 | -1% | ? | -23 | -4% | 3% | . |
| COc1ccc2c(c1)c(C(C)=O)c(C)n2CCc1ccc(OC)c(OC)c1 | -2 | 4% | -2% | -7 | 96%[activator] | 3% | 4% |
| Cc1nc(N2CCOCC2)nc(Oc2ccccc2F)c1[N+](=O)[O-] | -2 | 1% | -21% | -2 | 19% | 1% | ? |
| O=c1nc2ccccc2c2n1CC(CN1CCN(Cc3ccccc3)CC1)N2 (stereo not given) | -4 | -2% | 0% | 12 | -13% | -4% | 0% |
| COC(=O)COc1ccc2c(-c3cccc([N+](=O)[O-])c3)cc(=O)oc2c1 | 53 | 2% | 90%[activator] | 77 | 0% | -6% | ? |
| Cn1c(=O)c2c(nc(-n3ccnc3)n2Cc2ccc([N+](=O)[O-])cc2)n(C)c1=O | -3 | 1% | 4% | -25 | -9% | 2% | . |
| O=C(CCNc1ccc(Br)cc1)c1cccc([N+](=O)[O-])c1 | -1 | -18% | 6% | -13 | -43% | 0% | -5% |
| O=C(NCCc1nc2ccccc2[nH]1)c1cc([N+](=O)[O-])cc([N+](=O)[O-])c1 | -2 | -3% | 4.7µM* | -4 | -31% | 3% | ? |
| C1=C(CCNc2nnnn2-c2ccccc2)CCCC1 | 19 | -9% | 3% | 5 | -25% | 1% | 24% |
| O=C(Nc1cccnc1)C1CCCN(S(=O)(=O)c2ccccc2)C1 (stereo not given) | -3 | 5% | . | -4 | 40% | 2% | ? |
| Cc1ccc(C)c(OCC(=O)N2CCc3ccccc3C2)c1 | 13* | -15% | 21% | 26 | 0% | 2% | 37%[activator] |
| CN(CCn1ccnc1)C(=O)CC1C(=O)NCCN1Cc1ccccc1C(F)(F)F (stereo not given) | 5 | -4% | -15% | -5 | 29% | 15% | 8% |
| Cc1ccc(S(=O)(=O)NNC(=O)c2c(O)c3ccccc3[nH]c2=O)cc1 | 5 | 10% | 8% | 7 | -16% | -1% | 11% |
| CCCN1CCN(C(=O)c2cc(COc3ccc(F)cc3F)on2)CC1 | 11 | -15% | 31%[activator] | 29 | -7% | 3% | 0% |
| CCOC(=O)c1[nH]c(C)c(C(=O)Nc2cccc(Cl)c2C)c1C | 13 | 3% | -15% | 2 | -40% | 2% | 30% |
| CN(C(=O)COC(=O)c1cc([N+](=O)[O-])ccc1Cl)c1ccccc1 | -3 | 0% | 7% | -4 | -4% | -3% | 19% |

(cont.)
| molecule | Cycloheximide cs | TbPYK inhibitor | Pf growth 48h | Shiga toxin inh | AmpC inh no detg | LmPK inhibitor | Pf growth 96h |
| --- | --- | --- | --- | --- | --- | --- | --- |
| O=C(CSc1ncccc1-c1nc2ccccc2[nH]1)N1CCCCC1 | 34* | 1% | -6% | 79* | -19% | 5% | ? |
| COc1ccc(/C=C(\C#N)C(=O)NC2CCS(=O)(=O)C2)cc1OC (stereo not given) | -7 | 3% | -4% | -9 | -12% | -1% | 0% |
| CN1CCN(CC(O)COc2ccc(C34CC5CC(CC(C5)C3)C4)cc2)CC1 (stereo not given) | 1 | -8% | ? | 0 | 109%[activator] | 0% | ? |
| O=C(Cn1nnc(-c2ccccc2F)n1)Nc1ccc2c(c1)OCCO2 | 32* | 0% | 21% | 79* | ? | -9% | -18% |
| CCOc1ccc(N(CC(=O)Nc2cccc(N(C)S(C)(=O)=O)c2)S(=O)(=O)c2ccccc2)cc1 | -4 | -3% | ? | -7 | -1% | 2% | ? |
| Cc1cc(C)n2nc(N)c(N=Nc3ccc(Cl)cc3)c2n1 | -1 | -2% | -14% | -9 | -9% | 0% | -11% |
| Nc1nnc(/C=C/c2ccccc2Cl)s1 | 36* | -18% | 109%[activator] | 47* | -16% | -24% | 144%[activator] |
| COc1cccc(C(=O)NNC(=O)Cc2ccc(Cl)cc2)c1 | -2 | 7% | 5% | -14 | -19% | -3% | 2.9µM* |
| O=C(COC(=O)c1ccc(Br)o1)Nc1ncc(Cl)cc1Cl | 11 | 3% | 0% | 25 | -18% | 2% | 23% |
| CCCc1nnc(NC(=O)COC(=O)c2cc(C)nc3ccccc23)s1 | -4 | -17% | 5% | -20 | -5% | 6% | 2% |
| CCOC(=O)C1CCCN(CCC(=O)Nc2ccc3c(c2)CCC3)C1 (stereo not given) | 14 | 4% | 14% | 35 | 0% | 5% | ? |
| CCc1cccc(C)c1NC(=O)c1ccc2nc(N3CCOCC3)sc2c1 | 1 | 1% | -17% | -7 | -30% | -3% | 3% |
| Cc1ccc2c(N)c(C)ccc2c1 | 12 | 2% | 34%[activator] | 34 | -25% | -1% | 2% |
| Cc1ccc2oc(=O)c3cc(C(=O)NCCCN4CCCCCC4)sc3c2c1 | -6 | 2% | ? | 1 | 73%[activator] | -2% | 43%[activator] |
| CCCn1c(C(CO)Nc2nc(-c3cccc(Br)c3)cs2)nc2ccccc21 (stereo not given) | -5 | -3% | ? | -3 | -3% | 0% | 5.9µM* |
| Cc1cc(NC(=O)CSc2nnc(NC(=O)C3CC(=O)N(c4ccccc4C)C3)s2)no1 (stereo not given) | -1 | 1% | -16% | 12 | -28% | 1% | -12% |
| Cc1ccc(S(=O)(=O)NC(CC(=O)N2CCOCC2)c2ccco2)cc1 (stereo not given) | 2 | -3% | 4% | 24 | 0.14µM* | -5% | . |
| Cc1ccc(S(=O)(=O)N2CCN(CC(=O)N/N=C/c3cc([N+](=O)[O-])ccc3Cl)CC2)cc1 | 0 | -8% | ? | -12 | 13% | 4% | ? |

Laid out differently: results already given
Every second line gives: Cycloheximide cs | TbPYK inhibitor | Pf growth 48h | Shiga toxin inh | AmpC inh no detg | LmPK inhibitor | Pf growth 96h
CCOC(=O)C1CCCN(CCC(=O)Nc2ccc3c(c2)CCC3)C1 (stereo not given)
  14 | 4% | 14% | 35 | 0% | 5% | ?
Cc1cc(NC(=O)CSc2nnc(NC(=O)C3CC(=O)N(c4ccccc4C)C3)s2)no1 (stereo not given)
  -1 | 1% | -16% | 12 | -28% | 1% | -12%

Screening results as filed in PubChem.
